AP complement: alternative pathway complement inhibition, orthogonal assay. Human serum alternative complement pathway, LPS-coated ELISA, C3 deposition; tested in compound mixtures. hit rate 0.08% among 62,000. inhibition, % at 5 µM;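 active = inhibition above 30% in each of the two pooled mixtures holding the compound, so the lower value exceeds 30%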;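 note: 0% = serum in Mg-EGTA without compound and 100% = EDTA serum blank; some compounds past the cut are filed as inactive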
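Assay system: Human serum alternative complement pathway, C3 deposition on LPS-coated wells | Incubation: 1 h serum-compound exposure at 37 °C | Doses: 5 µM per compound in ten-compound mixtures | Read-out: Percent inhibition | Technique: ELISA with HRP anti-human C3 antibody, TMB substrate, absorbance 450 nm | Replication: Two pool placements per compound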
CatB block: blocks human cathepsin B protease activity; P07858; purified cathepsin B, fluorogenic substrate, fluorescence; inhibition, %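 (tested at 10 µM)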; hit rate 0.1% among 63,000; in the data active = inhibition above about 21%;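 note: 0% = enzyme with no compound and 100% = no enzyme blank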
Ec RNAP inh: inhibitors of Escherichia coli RNA polymerase. P0A8V2. E. coli RNA polymerase, fluorescence transcription assay. inhibition, %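 (tested at 10 µM)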. hit rate 0.2% among 62,000. AID 559; in the data active = inhibition above about 20%;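 note: 0% = enzyme without compound and 100% = no enzyme blank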
Target sequence (P0A8V2 whole entry, looked up): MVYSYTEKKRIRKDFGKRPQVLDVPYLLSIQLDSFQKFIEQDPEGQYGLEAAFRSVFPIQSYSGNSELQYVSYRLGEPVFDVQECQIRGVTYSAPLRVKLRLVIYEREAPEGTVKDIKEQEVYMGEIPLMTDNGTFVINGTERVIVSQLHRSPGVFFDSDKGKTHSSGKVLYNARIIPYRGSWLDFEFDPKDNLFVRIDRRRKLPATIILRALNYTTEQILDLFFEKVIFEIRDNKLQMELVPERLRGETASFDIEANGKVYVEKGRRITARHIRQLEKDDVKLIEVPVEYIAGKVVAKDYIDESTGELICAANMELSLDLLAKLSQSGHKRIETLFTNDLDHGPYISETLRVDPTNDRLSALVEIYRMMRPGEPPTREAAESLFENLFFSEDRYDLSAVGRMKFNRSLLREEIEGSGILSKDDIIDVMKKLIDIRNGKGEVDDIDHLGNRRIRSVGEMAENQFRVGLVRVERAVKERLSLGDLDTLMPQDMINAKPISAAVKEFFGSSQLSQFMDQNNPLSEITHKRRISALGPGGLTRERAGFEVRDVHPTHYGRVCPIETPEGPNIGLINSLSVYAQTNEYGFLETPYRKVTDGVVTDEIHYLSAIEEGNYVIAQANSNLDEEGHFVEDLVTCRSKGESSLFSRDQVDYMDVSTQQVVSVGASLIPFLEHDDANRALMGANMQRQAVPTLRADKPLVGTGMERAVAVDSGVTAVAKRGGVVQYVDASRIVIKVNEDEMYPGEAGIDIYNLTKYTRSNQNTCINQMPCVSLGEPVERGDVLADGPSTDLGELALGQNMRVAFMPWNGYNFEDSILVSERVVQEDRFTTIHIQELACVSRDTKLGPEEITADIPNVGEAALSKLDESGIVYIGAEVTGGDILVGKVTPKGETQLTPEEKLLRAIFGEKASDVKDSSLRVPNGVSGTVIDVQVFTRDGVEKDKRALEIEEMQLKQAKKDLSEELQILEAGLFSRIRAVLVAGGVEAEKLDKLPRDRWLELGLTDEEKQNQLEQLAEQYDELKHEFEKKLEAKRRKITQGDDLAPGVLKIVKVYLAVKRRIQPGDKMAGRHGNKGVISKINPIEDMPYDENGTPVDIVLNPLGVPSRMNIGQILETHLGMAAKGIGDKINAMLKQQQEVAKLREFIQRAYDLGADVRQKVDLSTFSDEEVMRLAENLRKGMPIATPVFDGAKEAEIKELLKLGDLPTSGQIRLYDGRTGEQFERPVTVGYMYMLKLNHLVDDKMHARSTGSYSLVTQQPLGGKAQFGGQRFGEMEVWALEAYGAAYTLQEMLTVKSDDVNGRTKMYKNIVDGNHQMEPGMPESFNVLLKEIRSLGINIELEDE
CatB mix inh: human cathepsin B inhibition by mixtures; Purified cathepsin B, AMC dipeptide fluorescence, compound mixtures; inhibition, %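 (ten-compound pools at 5 µM per compound and 50 µM total)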; hit rate 0.06% among 62,000; in the data active = inhibition above about 22%, passing the limit was not always enough;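 note: 0% = enzyme without compound and 100% = no enzyme blank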
D1 allo mod: D1 dopamine receptor (human) allosteric modulation; HEK293 D1, CRE-luciferase, dopamine EC30 potentiation; actives deviate in either direction; B-score at 10 µM; hit rate 5.9% among 58,000;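 active = luminescence count or its row- and column-corrected plate score outside the 99.7% band of the plate's sample wells, on either side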
Ecoli tolC: blocks growth of E. coli BW25113 tolC mutant | AID 573 | OD615 | hit rate 2.2% among 65,000 | growth inhibition, % at 10 µM (by protocol);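 active = growth inhibition at or above a cutoff equal to the mean over every tested compound plus 3 SD, cut at about 60% in these data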;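 note: growth measured after 20 h incubation at 37 °C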
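Test system – E. coli BW25113 ΔtolC::kan, tolC deletion mutant strain · Detection – OD at 615 nm · Buffer or medium – LB with kanamycin 50 µg/mL · Times – 20 h compound exposure of bacteria at 37 °C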
Cdc25B block: human M-phase inducer phosphatase 2 inhibition. hit rate 0.1% among 65,000. inhibition, %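 (compounds tested at 10 µM final in the well)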. recombinant Cdc25B, OMFP fluorescence Ex485/Em525. AID 368; in the data active = inhibition above about 50%
MKP-1 inh: inhibitors of human MKP-1 phosphatase | P28562 | recombinant MKP-1, OMFP hydrolysis fluorescence | inhibition, %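 (compounds tested at a single concentration somewhere between 10 and 100 µM)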 | hit rate 0.15% among 65,000;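 active = inhibition above about 50%, limit read from the data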;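 note: 0% = DMSO max control wells and 100% = wells with enzyme stopped by NaOH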
Hsp90 block: displaces geldanamycin probe from tumor Hsp90. P07900. NCI-N417 lysate Hsp90, Cy3B-geldanamycin FP displacement. inhibition, % at 30 µM. hit rate 0.35% among 64,000. AID 429;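 active = inhibition above 50%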;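 note: 0% = tracer plus lysate wells and 100% = tracer alone without lysate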
* marks the source's active call; other numbers are inactive results; · = no result given.

SMILES	AP complement	CatB block	Ec RNAP inh	CatB mix inh	D1 allo mod	Ecoli tolC	Cdc25B block	MKP-1 inh	Hsp90 block
C=CCn1c(O)c(C2=c3ccccc3=NC2=O)s/c1=N/c1nccs1	17	3	9	4	0.39	12	-3	36	-1
CC(=O)Nc1nc2n(n1)C(c1ccc(F)cc1)C=C(c1ccccc1)N2 (stereo not drawn)	-4	-2	-1	-2	2	18	8	0	-3
FC(F)(F)COc1nc(N2CCCCC2)nc(N2CCNCC2)n1	-2	2	11	-7	0.0011	11	-8	-17	-4
CCn1c(SCC(=O)N2CCCc3ccccc32)nc2c(c1=O)SC(C)C2 (stereo not drawn)	4	0	-4	-2	·	15	-13	5	-3
CCc1ccc(OCC(=O)OC2CCS(=O)(=O)C2)cc1 (stereo not drawn)	13	-8	3	7	1.1	-6	-1	-6	·
Cc1cc(C)n(-c2ccc(-n3ccnc3)nn2)n1	6	2	4	5	0.34	-12	4	20	3
COc1ccccc1NC(=O)C1CCCCC1	8	1	8	6	0.58	-1	-6	3	0
c1ccc2c(c1)oc1c(NCc3ccc4c(c3)OCO4)ncnc12	-3	4	·	-1	-1.6	17	-7	28	-2
Cn1nnnc1SCC(=O)NCc1cccc(C(=O)O)c1	1	2	11	23	-0.75	-7	-10	-26	-1
CCCn1c(SCC(=O)NC(=O)NCc2ccco2)n[nH]c1=O	9	4	4	3	-1	-8	-22	11	-3

The final 4 compounds of the part before are carried over, then new ones follow.
SMILES	AP complement	CatB block	Ec RNAP inh	CatB mix inh	D1 allo mod	Ecoli tolC	Cdc25B block	MKP-1 inh	Hsp90 block
COc1ccccc1NC(=O)C1CCCCC1	8	1	8	6	0.58	-1	-6	3	0
c1ccc2c(c1)oc1c(NCc3ccc4c(c3)OCO4)ncnc12	-3	4	·	-1	-1.6	17	-7	28	-2
Cn1nnnc1SCC(=O)NCc1cccc(C(=O)O)c1	1	2	11	23	-0.75	-7	-10	-26	-1
CCCn1c(SCC(=O)NC(=O)NCc2ccco2)n[nH]c1=O	9	4	4	3	-1	-8	-22	11	-3
COc1ccc(Cn2c(C)ccc2C)cc1	21	-5	3	1	-0.29	-14	5	14	·
CC1(C)Cc2nc(N)c(C(=O)NCCO)cc2CO1	·	6	·	·	·	-8	-4	-10	0
Cn1c(N2CCCC2)nc2c1c(=O)n(Cc1ccc(F)cc1)c(=O)n2C	-2	-2	4	3	4.5*	-7	1	-2	-3
COc1ccc(C(=S)N2CCN(C)CC2)cc1Br	9	1	-4	-2	1.1	-2	-13	4	2
CCCCOC(=O)Nc1ccc(N2CCCCC2)cc1	4	-4	5	3	-1.9	8	·	·	·
COc1ccc2nc(N3CCCC3)[nH]c2c1	2	-1	6	4	-0.0036	-9	-3	-21	0
Cc1cc2nnc(SC(C)C#N)n2c2ccccc12 (stereo not drawn)	11	3	-1	-1	-0.33	8	-1	1	-5
CCn1c(NC(=O)c2cccs2)c(-c2cccs2)c(=O)c2ccccc21	23	-2	·	-6	-0.46	17	-7	-22	-2
CCOC(=O)N1CCC(N(CCOC)C(=O)Nc2ccc(Cl)c(Cl)c2)CC1	2	-1	-1	0	-0.48	50	-8	13	0
COc1ccc(N2CCN(c3nc(=S)n(-c4ccccc4)c(C)c3C(C)=O)CC2)cc1	18	-1	7	6	0.023	3	-10	14	-6
CCOC(=O)c1cccc(NC(=O)CSc2nnc(COc3ccccc3)n2CC)c1	-8	1	-6	-3	0.36	16	6	7	0
CC1CN(Cc2nc3c(c(=O)[nH]c(=O)n3C)n2CCCc2ccccc2)CC(C)O1 (stereo not drawn)	·	·	·	·	0.74	-8	-4	26	-1
CCOc1ccc(-c2cc(C(=O)NCCCN3CCN(CC)CC3)c3ccccc3n2)cc1	17	0	-5	2	1	-9	-4	7	-4
COC(=O)c1sc(NC(=O)COc2ccccc2)nc1C	14	7	1	0	-0.42	-2	-12	4	0
O=C(CCCCC(=O)N1CCN(c2ccccc2)CC1)N1CCN(c2ccccc2)CC1	10	1	6	4	-0.063	-7	-7	2	7
Cc1cc(C)nc(SCC(=O)Nc2cc(C)on2)n1	2	2	5	2	0.048	-8	-12	5	-4
COc1ccc(C)cc1NC(=O)c1ccc(N(C)S(C)(=O)=O)cc1	14	5	3	-1	-1.2	2	-16	-11	1
CCc1ccccc1N1C(=O)C2CC(C)=C(C)CC2C1=O (stereo not drawn)	3	0	7	5	-0.29	-3	0	-3	-4
COc1ccc(NC(=O)C2CCN(S(=O)(=O)c3ccc(OC)c(OC)c3)CC2)c(OC)c1	2	4	3	-1	·	-10	-11	9	4
O=C(CN1C(=O)C2CCCN2C(=O)c2ccccc21)Nc1ccccc1-n1cccc1 (stereo not drawn)	18	-2	0	4	·	-10	-3	27	1
Cc1cc2oc(=O)cc(CN3CCc4ccccc43)c2cc1Cl	1	6	8	2	1.3	27	-11	6	-7
O=C(Nc1ccc(N2CCCC2=O)cc1)c1cccc(F)c1	16	0	-2	-24	-2.4	-3	-8	5	-2
CCOc1cc(NC(=O)C2CC2)c(OCC)cc1NC(=O)c1cccnc1	7	-2	6	-7	0.06	-25	-1	-12	36
O=C(NCc1cccs1)C1CCCN(S(=O)(=O)c2cnc[nH]2)C1 (stereo not drawn)	-10	3	3	4	0.2	0	-1	1	-4
CCOC(=O)C1C(=O)Nc2nc(C)nn2C1c1ccccc1 (stereo not drawn)	12	7	·	7	-0.21	-20	6	-18	-5
Cc1cc(C)c(C#N)c(SCC(=O)Nc2ccccc2C(N)=O)n1	-7	8	3	-3	0.6	-17	3	20	1
CCc1noc(C)c1C(=O)N1CCOCC1	-17	8	4	10	·	-27	-3	5	-2
c1coc(CNc2nc(-c3ccncc3)cs2)c1	-4	-1	-6	2	3.6*	1	-10	-5	-8
COc1ccc(C2CC(C(F)(F)F)n3nc(C(=O)NCCN4CCOCC4)cc3N2)cc1 (stereo not drawn)	-10	3	-12	-2	-0.084	8	-9	1	-1
CCNc1oc(COc2cccc(C)c2)nc1C#N	-6	7	8	3	-0.38	3	-7	-1	-2
COCCn1nnnc1CN(Cc1cc2cc(OC)c(OC)cc2[nH]c1=O)C1CCCC1	9	5	-8	5	0.48	-2	0	20	1
Cc1cccc(CC(=O)Nc2cc(=O)n(C)c(=O)n2C)c1	9	0	9	3	0.74	-4	-1	-8	-2
COC(=O)c1c(C)oc2ccc(NS(=O)(=O)c3cc(OC)ccc3OC)cc12	16	4	0	-1	1.1	-9	-7	8	1
Cc1ccc(-c2nc(CS(=O)(=O)CC(=O)N3CCCCCC3)c(C)o2)cc1	6	5	12	2	·	14	-11	-1	-3
O=S(=O)(NCc1ccco1)c1cccc2cccnc12	8	2	8	4	-0.55	4	-2	-2	-8
CCn1cc(C(=O)OCC(=O)Nc2c(C)n(C)n(-c3ccccc3)c2=O)c(=O)c2ccc(C)nc21	10	1	-2	2	0.64	0	-2	-3	-2
Cc1conc1NC(c1cccs1)c1ccc2cccnc2c1O (stereo not drawn)	19	0	-11	-3	·	0	46	11	0
COCCNC(=O)c1ccccc1-c1nc(-c2ccccc2OC)no1	-8	2	7	0	-0.86	1	0	4	-19
Fc1ccccc1N1CCN(c2ncnc3[nH]ncc23)CC1	6	1	10	1	-0.21	0	0	15	-3
O=C(Cc1ccccc1)NCCSCc1ccco1	-3	5	7	5	-0.23	6	-12	9	·

Shown as a hit in D1 allo mod, of those listed so far:
mol | AP complement | CatB block | Ec RNAP inh | CatB mix inh | D1 allo mod | Cdc25B block | MKP-1 inh
Cn1c(N2CCCC2)nc2c1c(=O)n(Cc1ccc(F)cc1)c(=O)n2C | -2 | -2 | 4 | 3 | 4.5* | 1 | -2
c1coc(CNc2nc(-c3ccncc3)cs2)c1 | -4 | -1 | -6 | 2 | 3.6* | -10 | -5

The list goes on:
SMILES	AP complement	CatB block	Ec RNAP inh	CatB mix inh	D1 allo mod	Ecoli tolC	Cdc25B block	MKP-1 inh	Hsp90 block
COc1ccc(OCC(=O)NC2CC(C)(C)NC(C)(C)C2)cc1	4	3	6	2	·	-9	-8	-1	2
Cc1ccc(Cn2c(Sc3ncccn3)nc3c2c(=O)[nH]c(=O)n3C)cc1	0	5	3	0	1.4	4	14	9	·
CS(=O)(=O)N1CCCC(c2nc(-c3ccc(S(=O)(=O)NCc4ccccc4)cc3)no2)C1 (stereo not drawn)	4	-1	7	3	-3*	-9	-18	20	·
O=C1c2ccccc2C(O)N1Cc1ccccc1Cl (stereo not drawn)	17	0	1	1	-0.081	-1	-4	3	-1
CCOC(=O)c1cc(-c2ccccc2)sc1NC(=O)CSc1nnnn1C	17	3	1	1	3.1	11	-16	33	-7
O=C(CSCc1n[nH]c(=O)[nH]1)NCCOc1cccc(Oc2ccccc2)c1	5	11	2	5	-1.6	6	-8	10	-2
CC(Oc1ccc(C(=O)NC2CCCCC2)cc1)C(=O)O (stereo not drawn)	-8	5	·	2	-0.084	-8	-2	11	-11
CCSc1nnc(NC(=O)c2cc(C)on2)s1	7	1	-3	-1	0.71	10	-11	-3	-6
CCCNC(=O)c1cccc(Cn2nc(C)c(Br)c2C)c1	11	4	9	0	-1.7*	23	-2	-13	-3
O=C(O)C1CCCN(S(=O)(=O)c2cccc3cccnc23)C1 (stereo not drawn)	13	-1	5	1	0.016	-12	-11	-5	-1
NC(=O)CN1CCCN(S(=O)(=O)c2ccc(Br)cc2)CC1	17	-2	1	3	·	-16	6	-5	-7
Cc1ccc(NC(=O)CSc2nnc(-c3ccco3)c(-c3ccco3)n2)cc1	·	16	·	·	·	16	17	15	-6
O=C(CN1CCN(Cc2ccccc2F)C1=O)NCCN1CCOCC1	12	2	4	4	0.063	-20	-5	7	-1
CN(C)CCC(=O)c1ccc2c(c1)OCO2	13	8	3	6	-0.34	-16	-8	-8	-11
Cn1cnc2c1c(=O)n(Cc1c(Cl)cccc1Cl)c(=O)n2C	20	0	10	3	-0.36	-1	-2	2	-2
O=C(CCSc1nc(-c2ccco2)cc(C(F)(F)F)n1)NCc1ccccn1	9	5	8	6	0.89	24	2	-4	-6
Cc1cc(S(=O)(=O)NC2CCCCC2)c(C)s1	-9	7	4	-3	0.088	0	-8	2	0
CCOC(=O)Cc1csc(NC(=O)COc2ccccc2)n1	7	-3	-3	-1	0.048	6	-1	11	-3
CS(=O)(=O)N(CC(=O)NCc1ccc2c(c1)OCO2)c1ccc(Cl)cc1	3	-1	7	2	-0.34	-7	4	-4	1
COC(=O)c1cc(NC(=O)C23CCC(C)(C(=O)O2)C3(C)C)cc(C(=O)OC)c1 (stereo not drawn)	8	1	7	7	-0.029	-11	-1	21	-3
O=C(OCC(=O)N(C1CCCCC1)C1CCCCC1)c1ccncc1	10	-3	0	-1	-0.69	14	-7	7	-6
Cc1c(CN2CCCCC2)c(O)n(CCCO)c(=O)c1C#N	13	2	8	1	0.1	-4	-14	12	·
COc1ccc(CNS(=O)(=O)c2ccc(OC)cc2)cc1	·	·	·	·	0.08	10	1	9	-5
CCCc1[nH]nc2c1C(c1ccc(OCCN3CCOCC3)c(OC)c1)C(C#N)=C(N)O2 (stereo not drawn)	0	3	6	3	0.26	-21	-20	12	-3
COc1ccc(CCNC(=O)Cn2cnc3c(nnn3Cc3ccc(C)cc3)c2=O)cc1OC	·	·	·	·	0.22	-12	-2	26	4
COc1cccc(N2C(=O)c3ccncc3C2=O)c1	8	2	7	-1	-0.0012	-23	2	-19	2
Nc1nc(NC(=O)CCCC(=O)O)nn1-c1ccccc1	2	2	4	4	-1	-13	-2	6	4
CCOC(=O)c1ccc(N=c2sc(C(=O)OC)cc(=O)n2CCCN2CCOCC2)cc1	-7	3	9	1	·	0	0	3	-1
Cc1ccc2c(c1)c(C)cc(=O)n2CCC(=O)O	10	-2	10	8	1.1	-4	-1	22	-1
CCCC(=O)N1CCc2[nH]c3ccccc3c2C1	·	0	2	·	·	-2	1	-4	-4
